Compound activity deposited in PubChem BioAssay by NCI.
yeast mlh1 rad18: NCI yeast anticancer drug screen, S. cerevisiae mlh1 rad18 strain | 11% of 79,000 active | AID 175 | % growth inhibition at 50 µM;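 note: 0% = growth of vehicle-only cultures of the same strain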
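Growth inhibition of the yeast strain was measured after compound exposure and expressed relative to vehicle-treated controls. The strain carries defined defects in DNA damage repair.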
yeast sgs1 mgt1: NCI yeast anticancer drug screen, S. cerevisiae sgs1 mgt1 strain. 10% of 78,000 active. AID 161. growth inhibition, % at 50 µM;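 note: 0% = growth of vehicle-only cultures of the same strain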
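Mutant yeast exposed to compound; growth scored against vehicle-only wells.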
yeast rad50: NCI yeast anticancer drug screen, S. cerevisiae rad50 strain. growth inhibition, % at 50 µM. 10% of 79,000 active;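 note: 0% = growth of vehicle-only cultures of the same strain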
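Vehicle-treated cultures provide the reference for the growth inhibition reported for compound-exposed, repair-deficient yeast.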
yeast bub3: NCI yeast anticancer drug screen, S. cerevisiae bub3 mutant strain | 9.9% of 78,000 active | % growth inhibition at 50 µM | AID 167;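 note: 0% = growth of vehicle-only cultures of the same strain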
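Mutant yeast screening strain plus compound; vehicle-treated cultures serve as the 0% inhibition reference.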
cln2 rad14: NCI yeast anticancer drug screen, S. cerevisiae cln2 rad14 strain. growth inhibition, % at 50 µM. 8.3% of 78,000 active. AID 165;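 note: 0% = growth of vehicle-only cultures of the same strain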
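Readout is yeast growth inhibition versus vehicle-treated controls, using a strain with cln2 and rad14 alterations exposed to compound.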
mec2-1: NCI yeast anticancer drug screen, S. cerevisiae mec2-1 strain | growth inhibition, % at 50 µM | 9% of 79,000 active;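 note: 0% = growth of vehicle-only cultures of the same strain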
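Growth inhibition is read against vehicle-treated controls after compound exposure of the mec2-1 yeast strain, which is defective in DNA damage repair or cell cycle control.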
* = called active by the depositor; x = not tested or not shown; & = joins results of further samples. Cut-off read from the data, not from the text of the source: active = growth inhibition above about 70%; inactive = the rest.

entry	compound	yeast mlh1 rad18	yeast sgs1 mgt1	yeast rad50	yeast bub3	cln2 rad14	mec2-1
1	Cc1cc(Cl)ccc1Nc1sc(C(=O)c2cc3cc(Cl)ccc3o2)c(N)c1C#N	37	45	24	50	83*	46
2	C/C(=C\C(=O)O)C(=O)O	10	11	12	13	-15	14
3	c1ccc(C2(c3ccccc3)CC([P+](c3ccccc3)(c3ccccc3)c3ccccc3)N=N2)cc1 (centres undefined)	100*	100*	99*	98*	99*	100*
4	CCCCCCCN(CCCCCCC)CC(O)Cc1cc2c(c3ccccc13)CCCC2 (centres undefined)	98*	99*	99*	95*	99*	95*
5	CCC(Cc1ccccc1)C(=O)NC(N)=O (centres undefined)	-16	-9	3	5	-26	-11
6	CC(=O)OC1CC2CCCCC2[N+](C)(C)C1 (centres undefined)	-2	8	3	28	2	10
7	CC(=NNC(=S)Nc1ccccc1)c1cccc(C(C)=NNC(=S)Nc2ccccc2)n1	6	-1	-7	-2	3	-8
8	O=C(O)CCc1ccc(-c2ccccc2)[nH]1	-17	-12	-14	-29	1	-7
9	CCC(C)(C)c1ccc(OCCOc2ccc(C(=O)O)cc2)cc1	-16	x	-32	x	x	-37
10	CCOC(=O)C(Sc1ccc(C)cc1)C(Sc1ccc(C)cc1)C(=O)OCC (centres undefined)	-1	11	1	0	-17	-7
11	CC(C)(C)c1ccc(O)c(Br)c1	87*	84*	91*	43	36	80*
12	OC1CSCCSCCCSCCSC1	40	44	34	35	16	22
13	CC(=O)Nc1ccc(S(=O)(=O)N/N=C/c2cc(I)cc([N+](=O)[O-])c2O)cc1	94*	90*	89*	71*	83*	82*
14	C=CC(C)(CCC=C(C)C)OC(=O)Nc1ccccc1 (centres undefined)	-4	16	-7	8	-8	-13
15	CCCCCCO/N=C\c1c2c(O)c3c(O)c(C)c4c(c3c1O)C(=O)C(C)(O/C=C\C(OC)C(C)C(OC(C)=O)C(C)C(O)C(C)C(O)C(C)/C=C\C=C(\C)C(=O)N2)O4 (centres undefined)	54	37	25	26	54	63
16	O=[N+]([O-])c1ccc(C2=Nn3c(nnc3-c3ccc(Cl)cc3)SC2)o1	79*	62	67	56	65	38
17	CC1=NN(C(=O)CC(=O)Nc2ccccc2C)C(=O)C1N=Nc1ccc(S(=O)(=O)c2ccc(N=NC3C(=O)N(C(=O)CC(=O)Nc4ccccc4C)N=C3C)cc2)cc1 (centres undefined)	1	-2	42	-9	2	14
18	CCOC(Cn1ccc[n+]1CC(=O)c1ccccc1)OCC	9	-11	1	-6	-22	-5
19	Cc1cncc(C)c1	8	6	18	7	-7	-22
20	COc1ccc(N(C)C(=O)N(C)c2ccc([N+](=O)[O-])cc2)cc1	-8	0	0	-11	24	-36
21	OCCS	-4	-8	-7	-3	-22	5
22	CN(C)N1C(=C(C#N)C#N)C(c2ccccc2)CC1C#N (centres undefined)	-42	-23	10	-26	13	13
23	CC(C)Oc1ccc(C(=O)OCCN2CCCC2C)cc1 (centres undefined)	18	42	14	7	-4	-5
24	CC(Nc1cc(Cl)ccc1C(=O)O)C(=O)O (centres undefined)	-8	-10	1	-11	-40	15
25	Clc1ccc(N=NNc2ccccc2)cc1	30&-16	-22&-23	7&30	-7&-20	-10&-30	-3&-1
26	OCC1OC(OC2CCCCC2)C(O)C(O)C1O (centres undefined)	33	22	-1	25	-5	52
27	CCOC(=O)C(=O)/C(=C/n1c(=S)[nH]c2cc(C)ccc21)C(=O)OCC	0	-11	-1	5	-17	-12
28	Cc1ccc(S(=O)(=O)NC(=O)Nc2c(-c3nc4ccccc4s3)[n+]([O-])c3ccccc3[n+]2[O-])cc1	19	15	28	10	30	6
29	CCOc1ccc(N=Nc2ccc3cc(/C(C)=N/NC(=O)/C(C#N)=C\c4ccc(N(CCC#N)CCC#N)cc4)c(=O)oc3c2)cc1	-7	-19	2	-13	16	-4
30	S=C(N/N=C/c1ccccc1)NC12CC3CC(CC(C3)C1)C2	-17	-8	-7	-4	-44	-8

Pulled by compound from the entries so far (two):
entry	compound	yeast mlh1 rad18	yeast sgs1 mgt1	yeast rad50	yeast bub3	cln2 rad14	mec2-1
6	CC(=O)OC1CC2CCCCC2[N+](C)(C)C1 (centres undefined)	-2	8	3	28	2	10
16	O=[N+]([O-])c1ccc(C2=Nn3c(nnc3-c3ccc(Cl)cc3)SC2)o1	79*	62	67	56	65	38

Next part:
entry	compound	yeast mlh1 rad18	yeast sgs1 mgt1	yeast rad50	yeast bub3	cln2 rad14	mec2-1
31	CC(=NNC(=S)Nc1ccc(C)cc1)c1cccc(C(C)=NNC(=S)Nc2ccc(C)cc2)n1	24	37	36	12	17	14
32	CC(=O)Nc1cccc(/C=C/C=C/c2cccc([N+](=O)[O-])c2)c1	91*	94*	89*	91*	81*	91*
33	CCC(C)(N)C(=O)O (centres undefined)	4	5	10	18	3	13
34	OCC1OCOC(CO)(CO)C1O (centres undefined)	4	8	1	22	-44	0
35	CC(=Nc1ccc(Cl)c(Cl)c1)c1ccncc1	-35	-58	-32	2	-32	-10
36	CC(C)(C)CC(C)(C)c1ccc(O)c(S(=O)(=O)c2cc(C(C)(C)CC(C)(C)C)ccc2O)c1	14	18	1	26	10	-10
37	CCOC(=O)CC(C[N+](=O)[O-])C(F)(F)F (centres undefined)	-15	-10	-22	1	-32	-3
38	CCOC(=O)CC(=O)CSc1c(-c2ccccc2)c(=O)n(-c2ccccc2)c(=S)n1-c1ccccc1	8	-4	5	3	9	-10
39	CCC(=O)N(C)c1ccccc1	-23	1	22	0	12	6
40	O=C(Nc1cccc(C(F)(F)F)c1)C(=O)C(C(=O)c1ccc(Cl)c(Cl)c1)C1OC(=O)c2ccccc21 (centres undefined)	37	-1	35	45	64	19
41	COc1cc(NS(=O)(=O)c2ccc(C)cc2)c2c(c1N)C(=O)c1ccccc1C2=O	-1	-4	-3	6	5	-8
42	Clc1cccc(Nc2ncnc3nc[nH]c23)c1	0	5	7	-13	-12	0
43	N#CC(C#N)=C1C=CC=CC=C1	-4	1	14	9	-11	5
44	CC(=O)N(C1=CC(=O)c2ccccc2C1=O)c1ccc(Cl)cc1	94*	95*	97*	90*	91*	95*
45	COc1ccc2c(c1)C1(C)CCCC(C)(C(=O)O)C1=CC2=O (centres undefined)	-9	8	6	2	46	19
46	O=Cc1c(-c2ccccc2)nc2sc(-c3ccc4c(c3)OCO4)nn12	-13	-1	-1	-7	-24	-11
47	CC(C)Oc1c(NCCO)c2cc(Cl)ccc2oc1=O	-12	20	-4	-1	-66	11
48	COC(=O)c1cc(-c2ccc(N)cc2)c2c(=O)n(-c3ccccc3)[nH]c2n1	6	31	26	-1	-1	19
49	O=C1NC(Cc2ccccc2)C(=O)NC1Cc1ccccc1 (centres undefined)	-1	8	2	-5	-23	-7
50	O=C(Nc1ccc2c(c1NC(=O)c1ccccc1)CCCC2)c1ccccc1	15	11	8	0	-14	3
51	C=CCNC(=S)N1CCN(c2ccccc2)CC1	6	16	27	8	-31	2
52	Cc1cc(Cl)cc2c1OC(C)OC2=O (centres undefined)	29	-18	-8	12	-6	0
53	O=C(O)C(O)C(O)c1ccccc1 (centres undefined)	4	6	-8	-2	2	-2
54	O=S(=O)(OCCOCCOS(=O)(=O)c1ccccc1)c1ccccc1	29	0	14	5	-26	16
55	CC(=O)OC1CC(c2ccccc2)N(C)C(c2ccccc2)C1 (centres undefined)	11	3	7	-3	-8	-8
56	ClC1CCC(c2ccccc2)CC1 (centres undefined)	-3	2	9	-11	4	-3
57	CCCCc1c2c(nc3c1CCC/C3=C\c1ccccc1)/C(=C/c1ccccc1)CCC2	22	-1	-5	-1	10	17
58	CC1=CC(O)C(C(O)(C(F)(F)F)C(F)(F)F)C(C)(C)C1 (centres undefined)	-1	-10	-27	0	-5	-41
59	CC(=O)OCc1nnn2c1CCC2	-7	-6	-7	-2	-22	1
60	COC(=O)c1ccc(NCC2=CC(=O)c3ccccc3C2=O)cc1	88*	59	47	54	48	38
61	CC(C)N(C(=O)C12C3C4C1C1C2C3C41C(=O)N(C(C)C)C(C)C)C(C)C (centres undefined)	-26	-13	-2	8	-1	-9
62	CCCCn1cc(C(=O)O)c(=O)c2c3sccc3ccc21	-26	-9	-24	-10	-5	-36
63	Oc1c(N(Cc2ccccc2)Cc2ccccc2)ccc2cccnc12	98*	99*	98*	99*	96*	98*
64	CCC(C)c1c(N)n(S(=O)(=O)c2ccc(C)cc2)oc1=O (centres undefined)	-3	6	-25	17	-25	7
65	C(=N\NC1=NCCN1)/c1cccc2cc3ccncc3nc12	83*	84*	86*	88*	88*	91*
66	CCO[Si](C)(CCC#N)OCC	5	-13	6	-32	31	-64
67	COc1ccc2[nH]c(=O)cc(C)c2c1	-85	-2	-5	19	-38	-4
68	O=C(CN(Cc1ccccc1)Cc1ccccc1)c1ccccc1	15	17	20	80*	2	-2
69	O=C1/C(=C/c2cccc([N+](=O)[O-])c2)Cc2ccccc21	5	6	13	18	14	-6
70	CCCC(=O)C(C)C(=O)CC (centres undefined)	0	-16	-52	-7	4	-27
71	O=[N+]([O-])c1cccc([N+](=O)[O-])c1S(=O)(=O)c1ccccc1	88*	65	83*	78*	35	83*
72	C=CC(C)(C)[C@@]12CC3C(=O)N[C@@H](Cc4ccccc4)C(=O)N3[C@@H]1N(C(C)=O)c1ccccc12 (some centres undefined)	53	17	73*	46	51	12
73	O=C1OC(c2ccco2)=N/C1=C\c1cccc([N+](=O)[O-])c1	-37	-10	-5	-21	-3	-45
74	O=C1C=CC(=O)N1c1cccc2c1CCCC2	93*	95*	92*	94*	94*	94*
75	NC(CSC(c1ccccc1)(c1ccccc1)c1ccccc1)C(=O)O (centres undefined)	-42	-29	1	-8	21	-19
76	CCOC(=O)c1ccc(NC(=O)Nc2cc(Cl)ccc2C)cc1	25	16	39	36	6	8
77	CC1CCC2(CC1)OCC(O)CO2 (centres undefined)	-3	-8	1	2	-7	1
78	NCC(O)COCc1ccccc1 (centres undefined)	0	-2	-16	-2	-28	-24
79	CCCCC(C)(CCN)CCCC	0	-5	5	-3	7	1
80	CCCCCP(=O)(CCCCC)C1CCCC1	-1	-2	-1	49	2	11
81	CCOC(=O)C1=C(C)OC(C)(OC(C)=O)C1=O (centres undefined)	14	3	14	-7	-26	-2
82	O=c1[nH]c(=O)n(C2CC(O)C(CO)O2)cc1OCCCc1ccccc1 (centres undefined)	-3	12	-28	0	14	1

An excerpt of these results, with one line to a screen.
77. CC1CCC2(CC1)OCC(O)CO2 (centres undefined)
80. CCCCCP(=O)(CCCCC)C1CCCC1
81. CCOC(=O)C1=C(C)OC(C)(OC(C)=O)C1=O (centres undefined)
79. CCCCC(C)(CCN)CCCC
73. O=C1OC(c2ccco2)=N/C1=C\c1cccc([N+](=O)[O-])c1
78. NCC(O)COCc1ccccc1 (centres undefined)
screen / no.,77,80,81,79,73,78
yeast mlh1 rad18,-3,-1,14,0,-37,0
yeast sgs1 mgt1,-8,-2,3,-5,-10,-2
yeast rad50,1,-1,14,5,-5,-16
yeast bub3,2,49,-7,-3,-21,-2
cln2 rad14,-7,2,-26,7,-3,-28
mec2-1,1,11,-2,1,-45,-24
